PfGluPho inh = PfG6PD (Plasmodium falciparum) enzyme inhibition; inhibition, % at 20 µM; AID 504690; PfGluPho enzyme, NADPH resazurin-diaphorase fluorescence; 0.78% of 350,000 active;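 active means inhibition reaching at least a set limit at 20 µM in the primary screen, cut at about 59% in these data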;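 further: 0% = DMSO wells with substrate and 100% = DMSO wells lacking glucose-6-phosphate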
SENP8 block-1 = SENP8 protease inhibition. Q96LD8. purified SENP8, Z-RLRGG-aminoluciferin cleavage, luminescence. inhibition, % at 10 µM. 1.2% of 330,000 active. AID 2540; in the data active means inhibition above about 50%
Target sequence (Q96LD8 whole entry, looked up): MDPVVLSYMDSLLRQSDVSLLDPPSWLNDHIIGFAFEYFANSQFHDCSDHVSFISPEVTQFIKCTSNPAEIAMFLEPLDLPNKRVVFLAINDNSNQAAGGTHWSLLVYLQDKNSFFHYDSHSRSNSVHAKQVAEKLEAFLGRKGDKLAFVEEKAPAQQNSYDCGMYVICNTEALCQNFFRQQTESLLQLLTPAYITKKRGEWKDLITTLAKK
SENP1 inh = blocks the human SENP1 SUMO protease catalytic domain; recombinant SENP1 catalytic domain, CyPet-SUMO1-YPet FRET cleavage; inhibition, % at 10 µM; 0.21% of 360,000 active; AID 624204;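 active means inhibition at least 30% at 10 µM, raw YFP signal under a set limit, fluorescence ratio 0.5 to 1.5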;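 further: 0% = enzyme with DMSO and 100% = no enzyme wells; some results filed as inactive read as strong as hits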
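Test system: human SENP1 catalytic domain; medium: Tris pH 8 buffer plus EDTA, NaCl, BME, BSA, NP40, catalase; incubation: 50 min reaction at room temperature; technique: FRET, CFP and YFP emission; controls: no-enzyme low control and enzyme-plus-DMSO high control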
HKDC1 inhibitor = inhibitors of human hexokinase HKDC1; recombinant HKDC1, G6PDH/diaphorase resazurin coupled fluorescence; Q2TB90; 0.16% of 340,000 active; inhibition, % at 20 µM;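 active means inhibition above about 35% when tested at 20 µM, limit read from the data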;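 further: plate controls were DMSO wells with enzyme for no effect and DMSO wells lacking enzyme for full effect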
Target sequence (Q2TB90 whole entry, looked up): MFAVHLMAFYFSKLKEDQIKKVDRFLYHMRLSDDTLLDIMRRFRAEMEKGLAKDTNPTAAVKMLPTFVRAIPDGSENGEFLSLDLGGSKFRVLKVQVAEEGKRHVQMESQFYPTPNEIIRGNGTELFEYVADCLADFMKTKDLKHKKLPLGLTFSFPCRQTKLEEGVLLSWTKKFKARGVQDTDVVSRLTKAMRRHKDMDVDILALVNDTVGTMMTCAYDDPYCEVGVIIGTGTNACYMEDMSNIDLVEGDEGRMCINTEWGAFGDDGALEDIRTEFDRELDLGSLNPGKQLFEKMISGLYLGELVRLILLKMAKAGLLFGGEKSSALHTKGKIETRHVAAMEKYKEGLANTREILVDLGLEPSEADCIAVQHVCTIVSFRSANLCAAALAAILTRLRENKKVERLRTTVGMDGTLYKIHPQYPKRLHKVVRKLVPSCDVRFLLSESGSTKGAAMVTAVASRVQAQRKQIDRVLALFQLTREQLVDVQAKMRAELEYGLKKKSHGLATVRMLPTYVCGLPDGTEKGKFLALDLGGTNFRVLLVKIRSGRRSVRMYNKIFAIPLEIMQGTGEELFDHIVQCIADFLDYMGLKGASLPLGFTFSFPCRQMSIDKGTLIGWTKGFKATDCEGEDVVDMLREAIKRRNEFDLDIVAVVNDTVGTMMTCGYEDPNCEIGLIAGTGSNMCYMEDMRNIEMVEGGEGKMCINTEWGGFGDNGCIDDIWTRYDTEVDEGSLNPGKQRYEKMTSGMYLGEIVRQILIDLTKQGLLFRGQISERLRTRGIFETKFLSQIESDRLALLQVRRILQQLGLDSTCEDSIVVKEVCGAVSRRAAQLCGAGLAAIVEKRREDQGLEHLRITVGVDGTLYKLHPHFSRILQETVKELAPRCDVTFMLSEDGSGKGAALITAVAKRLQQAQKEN
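Test system: Recombinant HKDC1 (HK5) hexokinase enzyme, produced in-house | Input: HKDC1 at 5 µg/mL | Buffer or medium: Tris pH 8.0 buffer with MgCl2, Tween-20, BSA, BME | Schedule: 90 min reaction incubation at room temperature, dark | Technique: Resazurin-to-resorufin fluorescence via G6PDH and diaphorase coupling, 525/613 nm | Controls: DMSO wells with and without enzyme mix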
Apaf-1 inh = blocks human Apaf-1 apoptosome activity. O14727. reconstituted apoptosome caspase-3 activity, DEVD-Rh110 fluorescence. inhibition, % at 20 µM. 0.71% of 330,000 active. AID 489030; active means inhibition of at least 40% at 20 µM;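 further: plate controls were DMSO wells for no effect and DEVD-CHO caspase inhibitor wells for full effect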
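Assay system: Apoptosome proteins | Medium: pH 7.5 Hepes buffer with CHAPS, BSA, DTT | Also added: Cytochrome c and DEVD-Rh110 substrate | Times: 30 min plus 50 min, RT | Detection: Rhodamine 110 fluorescence at Ex 480/Em 540 nm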
SENP6 block = inhibitors of human SENP6 protease | Q9GZR1 | Recombinant SENP6 catalytic domain, aminoluciferin luminescence | inhibition, % at 10 µM | 1.8% of 330,000 active | AID 2599;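 active means inhibition above about 50% at the single tested dose, limit read from the data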;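 further: plate controls were DMSO wells with enzyme for no effect and DMSO wells lacking enzyme for full effect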
SENP8 block-2 = inhibitors of human SENP8 protease. recombinant SENP8, Nedd8 substrate fluorescence. inhibition, % at 20 µM. 0.64% of 360,000 active. AID 602440; in the data active means inhibition mostly above about 40%, no sharp cut-off; inactive means mostly below about 27%
SENP7 block = inhibitors of human SENP7 protease; recombinant SENP7, Z-RLRGG-aminoluciferin luminescence, 40 min; inhibition, % at 5 µM; 1.5% of 330,000 active;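 active means inhibition above about 50% at the single test dose, limit read from the data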;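 further: plate controls were DMSO with enzyme for no effect and no enzyme buffer wells for full effect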
* = called active by the depositor; x = no result given.

SMILES | PfGluPho inh | SENP8 block-1 | SENP1 inh | HKDC1 inhibitor | Apaf-1 inh | SENP6 block | SENP8 block-2 | SENP7 block
CCn1c(Cn2nnc(-c3ccccc3)n2)nnc1SCC(=O)Nc1cccc(C(C)=O)c1 | -4 | 6 | 0 | -10 | -6 | 13 | 16 | 5
COc1cc(C(=O)OCCN2CCOCC2)cc(OC)c1OC | 5 | -2 | 0 | -8 | 10 | -21 | 8 | -3
CCOC(=O)c1c(NC(=O)CSc2nnnn2C)sc(CC)c1C | 0 | -7 | 1 | 6 | -8 | 0 | 14 | -4
CCc1ccc(NC(=O)C(C)n2nc(C)c([N+](=O)[O-])c2C)cc1 (configuration not stated) | -9 | -7 | 1 | -1 | -6 | 9 | 17 | 9
COc1ccc(-c2nc3ccc(N4CCN(C)CC4)cc3c(=O)[nH]2)cc1 | 12 | -4 | -1 | 17 | 12 | -5 | -384 | -9
COCCn1cnc2c(c1=O)c1nc3ccccc3nc1n2/N=C/c1cccc(OC)c1 | 10 | 2 | -4 | 3 | 0 | -8 | -433 | 11
Cc1ccc(N(Cc2cc3ccc(C)cc3[nH]c2=O)S(=O)(=O)c2ccccc2)cc1 | -6 | 2 | -6 | 2 | 20 | -15 | -72 | 3
O=C(c1cccs1)c1c[nH]cc1-c1ccccc1 | 6 | -6 | -1 | -4 | -3 | -10 | 0 | 1
CCCCN(C(=O)CSc1nnc2ccccn12)c1c(N)n(Cc2ccccc2)c(=O)[nH]c1=O | -5 | -4 | 0 | -13 | -3 | -14 | 6 | 2
N#C/C(=C(\O)CCl)c1nnc2n1CCCCC2 | -14 | -6 | 2 | -10 | -7 | -6 | 19 | -1
Cc1cc2nc(C)n(CCCN)c2cc1C | -8 | -8 | 2 | -1 | -14 | -7 | 13 | 3
CCC(C)N1C(=O)N(c2cccc(Cl)c2)C(C)(O)CC1(C)C (configuration not stated) | 8 | 1 | 3 | 0 | 10 | -8 | 9 | 1
O=C(COC(=O)CNS(=O)(=O)c1ccc(Br)cc1Cl)NC1CC1 | 13 | 7 | 0 | -4 | -1 | -3 | 10 | 1
CC(=O)Nc1c2c(nn1-c1cccc(C)c1)CSC2 | 0 | 7 | 1 | -1 | -6 | 4 | 18 | 1
NS(=O)(=O)c1ccc(NC(=O)c2c(F)cccc2Cl)cc1 | 4 | -10 | 3 | -2 | 0 | -10 | 10 | -9
COc1ccc(C=C2SC(=S)NC2=O)cc1 | -26 | x | -6 | 8 | x | x | 25 | x
CC(C)CNC(=O)CSc1ccc(Cl)cc1 | 9 | 10 | 2 | -1 | -13 | -22 | 19 | 4
CCC(=O)N1CCN(c2nnc(-c3ccccc3)c3ccccc23)CC1 | 0 | 0 | 0 | -5 | 0 | -1 | 9 | 4
COc1cc(Cl)ccc1OCc1cc(C(=O)N2CCCC(OC)C2)no1 (configuration not stated) | -8 | 17 | -1 | 1 | 5 | 38 | 0 | 0
CCOc1cc(C(F)(F)F)cnc1/C(N)=N/O | -2 | -9 | 2 | -3 | -3 | -6 | 21 | -8
CS(=O)(=O)N(CC(=O)Nc1ccc(F)c(F)c1)c1cccc([N+](=O)[O-])c1 | 1 | 2 | 3 | -6 | 3 | 13 | 9 | 3
O=C(CC1CCCCC1)N=C1SC2CS(=O)(=O)CC2N1c1ccccc1 (configuration not stated) | 1 | 7 | 0 | -1 | -1 | 11 | 9 | 1
CC(=O)Nc1ccc(NC(=O)C2CC(=O)N(c3cccc(Cl)c3)C2)cc1 (configuration not stated) | -3 | -13 | 1 | 2 | 4 | -26 | 12 | -5
Cc1c(NC(=O)C(C)N2C(=O)C3CCCCC3C2=O)c(=O)n(-c2ccccc2)n1C (configuration not stated) | 4 | 7 | -1 | -2 | -9 | -12 | 10 | 2
O=C(CC1C[C@H](C(=O)N2CCCCC2)[C@@]2(CCc3ccccc3)c3[nH]c4ccccc4c3CCN2C1=O)NCCCn1ccnc1 (some centres not stated) | 1 | 2 | -15 | 0 | 35 | -16 | 4 | -1
Cc1ccc(NC(=O)c2cnccn2)cc1 | -11 | 10 | 1 | -5 | -1 | 14 | 12 | 21
Cc1ccc(N2C(=O)C3C4C=CC(CNC(=S)N5CCN(c6ccccc6)CC5)(O4)C3C2=O)cc1 (configuration not stated) | 14 | -5 | 2 | -8 | 11 | -21 | 12 | -9
CCN(CC)/C(Sc1ccccc1)=C(/C(Cl)=C(Cl)Cl)[N+](=O)[O-] | 0 | 2 | -1 | 5 | 0 | -3 | 38 | 0
COc1ccccc1-c1n[nH]c(=S)n1N | 5 | -9 | -14 | 6 | -7 | 9 | 11 | -3
CCN(CC)S(=O)(=O)c1cc(NC(=O)CSCc2c(C)noc2C)ccc1C | -1 | -17 | 1 | -5 | 1 | -2 | 2 | -10
COCCN(C(=O)COC(=O)CCOc1cccc(C)c1)c1c(N)n(Cc2ccccc2)c(=O)[nH]c1=O | -12 | -8 | -6 | 1 | 5 | -27 | -264 | 4
CCCCC(=O)NS(=O)(=O)c1ccc(NS(C)(=O)=O)cc1 | -3 | -3 | 0 | -11 | -2 | 5 | 5 | 0
CCN1CCN(S(=O)(=O)c2ccc(Cl)c(C(=O)NCCc3ccccc3)c2)CC1 | 1 | 12 | -1 | 1 | 23 | 13 | 2 | 0
O=C(COC(=O)c1ccc(Br)o1)NCCc1ccccc1 | -1 | 5 | 3 | -5 | -5 | 3 | 4 | -2
Cc1ccccc1Cn1cc(NC(=O)c2cc(-c3ccco3)on2)cn1 | -12 | -5 | 7 | 11 | -5 | -20 | 6 | -2
c1ccc(-n2ncc3c(NCc4ccccn4)ncnc32)cc1 | 6 | 0 | 1 | 14 | -2 | 24 | 11 | 8
COc1ccc(Oc2ccc(/C=C/C(=O)c3cccc(OC)c3)cc2[N+](=O)[O-])cc1 | 2 | -7 | 1 | 11 | 19 | -13 | 20 | -14
CCOC(=O)c1cc(CC)sc1/N=C/C1C(=O)CCCC1=O | 11 | 10 | -82 | 4 | -6 | -32 | -53 | -11
CC(Sc1n[nH]c(-c2ccccc2)n1)C(=O)c1c(N)n(C)c(=O)n(C)c1=O (configuration not stated) | -2 | -12 | -2 | -6 | 6 | -6 | 5 | 10
COc1ccc(N2CCN(C(=O)CN3C(=O)NC(C)(c4ccc5ccccc5c4)C3=O)CC2)cc1 (configuration not stated) | 12 | -4 | 2 | -6 | 8 | -7 | 10 | -13

Quoted from the listing for reference:
SMILES | PfGluPho inh | SENP8 block-1 | SENP1 inh | HKDC1 inhibitor | Apaf-1 inh | SENP6 block | SENP8 block-2 | SENP7 block
CCCCC(=O)NS(=O)(=O)c1ccc(NS(C)(=O)=O)cc1 | -3 | -3 | 0 | -11 | -2 | 5 | 5 | 0
CCN1CCN(S(=O)(=O)c2ccc(Cl)c(C(=O)NCCc3ccccc3)c2)CC1 | 1 | 12 | -1 | 1 | 23 | 13 | 2 | 0

(further entries)
SMILES | PfGluPho inh | SENP8 block-1 | SENP1 inh | HKDC1 inhibitor | Apaf-1 inh | SENP6 block | SENP8 block-2 | SENP7 block
Nc1ccc(Oc2ccc3c(c2)C(=O)N(CC2CCCO2)C3=O)cc1 (configuration not stated) | -5 | -5 | 0 | 0 | -14 | -25 | 11 | 0
Cc1nnc(N2C(=O)C(O)=C(C(=O)c3ccco3)C2c2ccc(C(C)(C)C)cc2)s1 (configuration not stated) | -16 | 50 | 54 | -1 | 14 | 86* | -35 | 5
COc1ccc(OC)c(NC(=O)Cn2c(CCC(=O)O)ccc2-c2ccc(C)cc2)c1 | -30 | -5 | -2 | 4 | -3 | -31 | -54 | -1
O=C(C1CCC1)N1CCN(c2ccc(Cl)cc2)CC1 | -2 | -3 | 1 | -7 | -3 | -18 | 25 | 1
CC(C)C1N(C(=O)N2CCOCC2)CCN1S(=O)(=O)c1ccccc1 (configuration not stated) | -5 | 3 | 0 | -6 | -3 | 0 | 8 | 0
O=C(COc1ccc2c3c(c(=O)oc2c1)CCC3)N[C@@H](Cc1ccccc1)C(=O)O | 9 | -6 | 0 | 3 | 1 | 6 | -96 | -10
N#Cc1c2n(c3c(N)ncnc13)CCCCC2 | -1 | -5 | -3 | -2 | -1 | -17 | -28 | 3
COc1ccccc1/C=C/c1onc(C)c1S(=O)(=O)N1CCC(C(=O)NC2CCCCCC2)CC1 | -9 | 13 | -1 | 1 | 20 | -10 | -199 | -3
Clc1cc(Cl)cc(C2=NC(Cc3ccccc3)CO2)c1 (configuration not stated) | 16 | 3 | 5 | -1 | 14 | 2 | 22 | 8
CC(C)(C)OC(=O)C[C@H]1C/C=C\C[C@H](CC(=O)N(CCO)Cc2ccccc2)C(=O)N[C@H](C(C)(C)C)COC1=O | 9 | 0 | 0 | -6 | 11 | 2 | 10 | 2
CCCCc1c(O)nc(SCC(=O)N2CCCCC2)n(-c2ccccc2C)c1=O | -3 | -4 | 2 | -4 | 2 | -10 | 2 | -2
Cc1ccc2nsnc2c1S(=O)(=O)NC1CC1 | 8 | -3 | -1 | 7 | -25 | -16 | 15 | 0
O=C1CC(c2ccc(Cl)cc2)n2nc(N3C(=O)CCC3=O)nc2N1 (configuration not stated) | -10 | -8 | 2 | -6 | -15 | -5 | 7 | 15
O=C(Nc1nc2cc3c(cc2s1)OCCO3)c1cccc(N2C(=O)CCC2=O)c1 | -15 | 2 | 0 | 5 | 8 | 9 | -348 | 5
CCC(C)(C)n1nnnc1C(C(C)C)N(Cc1ccco1)Cc1cc2cc3c(cc2[nH]c1=O)OCO3 (configuration not stated) | 7 | 7 | -26 | -5 | 4 | 3 | -253 | -3
Cc1cc(C)nc(SCC(=O)NNS(=O)(=O)c2ccc(C#N)cc2)n1 | 19 | 4 | 1 | 5 | 8 | 3 | 2 | 2
Cc1ccc(OCC(=O)N2CCN(C(=O)Cc3ccccc3)CC2)cc1 | -27 | -1 | 1 | -9 | 4 | -3 | 16 | -2
O=C(Nc1ccc(S(=O)(=O)N2CCCCC2)cc1)C1CCCCC1 | -1 | -5 | 2 | -4 | 5 | -17 | 10 | -2
O=c1/c(=C\c2ccc(F)cc2)sc2n1CCCN=2 | -7 | 1 | -12 | -3 | 3 | 23 | 10 | 29
CC(=O)Nc1ccc(S(=O)(=O)NCC2CCC(C(=O)NCCCOC(C)C)CC2)cc1 (configuration not stated) | -1 | 8 | x | -3 | 4 | 13 | x | 4
CCOC(=O)COc1ccc(C2NC(C(=O)O)CS2)cc1 (configuration not stated) | -8 | -14 | 0 | -9 | 10 | 1 | 5 | -8
CCN1CCCC1CNS(=O)(=O)c1ccc(Br)cc1 (configuration not stated) | -2 | 4 | -6 | -4 | 14 | 21 | 15 | 12

6 compounds drawn at random from the list so far:
SMILES | PfGluPho inh | SENP8 block-1 | SENP1 inh | HKDC1 inhibitor | Apaf-1 inh | SENP6 block | SENP8 block-2 | SENP7 block
O=c1/c(=C\c2ccc(F)cc2)sc2n1CCCN=2 | -7 | 1 | -12 | -3 | 3 | 23 | 10 | 29
CC(C)C1N(C(=O)N2CCOCC2)CCN1S(=O)(=O)c1ccccc1 (configuration not stated) | -5 | 3 | 0 | -6 | -3 | 0 | 8 | 0
Cc1cc(C)nc(SCC(=O)NNS(=O)(=O)c2ccc(C#N)cc2)n1 | 19 | 4 | 1 | 5 | 8 | 3 | 2 | 2
O=C(Nc1ccc(S(=O)(=O)N2CCCCC2)cc1)C1CCCCC1 | -1 | -5 | 2 | -4 | 5 | -17 | 10 | -2
CC(C)(C)OC(=O)C[C@H]1C/C=C\C[C@H](CC(=O)N(CCO)Cc2ccccc2)C(=O)N[C@H](C(C)(C)C)COC1=O | 9 | 0 | 0 | -6 | 11 | 2 | 10 | 2
N#Cc1c2n(c3c(N)ncnc13)CCCCC2 | -1 | -5 | -3 | -2 | -1 | -17 | -28 | 3
